# NPYLR7 agonist: mosquito NPYLR7 agonism; activation, % at 10 µM; HEK293T NPYLR7/Galpha15, GCaMP6s calcium fluorescence; hit rate 0.15% among 270,000; in the data active = activation above about 40%;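 also: 0% = vehicle and 100% = reference agonist at the receptor; some compounds past the cut are filed as inactive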
# hcGAS inh: inhibitors of human cGAS; recombinant h-cGAS, ATP depletion, Kinase-Glo luminescence; Q8N884; inhibition, % at 12.5 µM; AID 1259398; hit rate 0.081% among 290,000;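 also: 0% = vehicle reaction and 100% = reaction without DNA for no activity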
# Target sequence (Q8N884 whole entry, looked up): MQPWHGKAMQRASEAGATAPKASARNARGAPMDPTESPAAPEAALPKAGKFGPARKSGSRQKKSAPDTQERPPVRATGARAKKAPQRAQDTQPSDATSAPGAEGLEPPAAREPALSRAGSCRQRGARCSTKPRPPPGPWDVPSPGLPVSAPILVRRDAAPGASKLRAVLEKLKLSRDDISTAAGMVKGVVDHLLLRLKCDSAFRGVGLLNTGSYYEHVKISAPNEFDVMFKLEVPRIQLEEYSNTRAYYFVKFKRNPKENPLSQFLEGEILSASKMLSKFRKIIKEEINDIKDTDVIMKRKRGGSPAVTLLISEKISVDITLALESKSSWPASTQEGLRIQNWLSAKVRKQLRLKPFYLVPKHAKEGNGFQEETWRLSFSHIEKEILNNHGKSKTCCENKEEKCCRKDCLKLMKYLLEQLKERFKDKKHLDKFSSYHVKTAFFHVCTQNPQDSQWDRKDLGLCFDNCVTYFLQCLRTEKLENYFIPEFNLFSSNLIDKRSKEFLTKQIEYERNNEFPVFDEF
# mcGAS inh: blocks mouse cGAS activity | inhibition, % at 12.5 µM | hit rate 0.15% among 160,000 | Q8C6L5 | recombinant cGAS, Kinase-Glo ATP depletion luminescence;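 also: 0% = negative control wells and 100% = reference inhibitor with no enzyme activity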
# * hit, by the source's call; x = no result given; & = joins results of further samples. Rule as the data show it, unless noted: active = inhibition above about 40%; inactive = the rest.
SMILES,NPYLR7 agonist,hcGAS inh,mcGAS inh
C#CC1(OCC(O)CNC2CCCC2)CCCCC1 (stereo not given),0,-4,-8
COc1ccc(NP(=O)(OCC(F)(F)F)Oc2ccccc2)cc1 (stereo not given),25,-7,-8
NC1CS(=O)(=O)C(Br)(Br)C1O (stereo not given),-1,-16,x
Cc1nnc(NC(=O)c2cccn(Cc3cccc(Cl)c3)c2=O)s1,10,-17,x
CCN(CC)c1ccc(C=C2C(=O)NC(=O)NC2=O)cc1,20,-3,x
Cc1ccc(S(=O)(=O)N2CCN(CCOC(c3ccc(F)cc3)c3ccc(F)cc3)CC2)cc1Cl,3,-5,-7
CC(=O)N1CCN(C(=O)CN2C(=O)CSC(c3cccs3)c3c(C(C)(C)C)nn(C)c32)CC1 (stereo not given),3,-3,0
NCC(N)C(=O)c1ccccc1 (stereo not given),-14,5,x
CC(=O)Nc1cc(NCC(=O)Nc2ccc(C#N)c(Cl)c2)ccc1F,4,-2,x
CC(=O)Oc1c(C)cc(CN(C)C(C)Cc2cc(C)ccn2)cc1C (stereo not given),1,-3,-3
c1ccc(OC[C@@H]2CCCN3CCCCC23)nc1 (stereo not given in full),8,0,x
COC(=O)c1ccc(COC(CN2CCN(C(=O)COc3ccccc3)CC2)c2cccc(OC)c2)cc1 (stereo not given),x,2,-2
C=CCN1C(=O)C2(c3ccccc31)c1c(cc(C)n(CCOC)c1=O)OC(=N)C2C(=O)OC (stereo not given),-2,-3,-1
C=CCNC(=O)C(C1CCCC1)N1CCN(C(=O)COc2ccc(Cl)cc2)CC1 (stereo not given),-7,-4,-4
CC1(C)C[C@H]2C[C@@H](O)[C@H](N3CCC3)[C@]2(O)CO1,4,0,-4
CCCOC(=O)CCCNC(O)C(Cl)(Cl)Cl (stereo not given),-2,-4,x
C(=Nc1ncn[nH]1)Nc1ncn[nH]1,-17,-4,x
O=S(=O)(c1ccc(OC(F)(F)F)cc1)N1CCN(CCOC(c2ccc(Cl)cc2)c2ccc(Cl)cc2)CC1,25,-3,-6
CN[C@@H]1[C@@H](O)[C@@H](O[C@@H]2[C@@H](O)[C@H](O[C@H]3O[C@H]([C@@H](C)NC)CC[C@H]3N)[C@@H](N)C[C@H]2N)OC[C@]1(C)O (tested in a mixture with another compound),2,-1,-5
CCn1nc(C)c(NC(=O)CNC(C)Cc2cccs2)c1C (stereo not given),0,-6,x
O=C(Cc1ccsc1)N1CCN(Cc2cccc(-c3noc(-c4cccc(C(F)(F)F)c4)n3)c2)CC1,2,-6,-6
CN(Cc1ccccc1)C1CCCN(C(=O)COc2ccccc2Cl)C1 (stereo not given),5,-9,-11
Cc1ccsc1C(=O)C1CCCN(Cc2nc3ccc(F)cc3[nH]2)C1 (stereo not given),-4,-3,x
C=C1[C@@H](O)[C@]23C[C@@H]1[C@@H](O)C[C@H]2[C@@]12C4[C@@H]3C[C@@H]1[C@@](C)(CC[C@@H]2O)CN4CC,-2,-8,-6
CC1(C)C[C@H]2C[C@@H](O)[C@H](NCCc3ccccc3)[C@]2(O)CO1,3,-1,-5
c1ccc(CNC2C[C@@H]2c2ccccc2)cc1 (stereo not given in full),-3,1,x
O=C(Cc1ccc2c(c1)OCO2)N1CCN(Cc2cccc(-c3noc(C4CCCC4)n3)c2)CC1,3,-8,-9
CN1CCNC(=O)C12CCN(C(=O)Cc1ccccn1)CC2,16,0,x
CN(C)C(=S)SSC(=S)N(C)C,-1,-4,x
O=C(c1ccccc1F)N1CCSC12CCNCC2,4,-2,x
Cc1csc2ncnc(N3CC[C@H]4CC[C@@H](C3)N4)c12,-1,-2,-8
COc1cccc(CC(C)NCCS(=O)(=O)N(C)C)c1 (stereo not given),0,-6,-8
CCN1CCCC1CNS(=O)(=O)c1ccc(C#N)c(Cl)c1 (stereo not given),0,-9,x
Nc1[nH]nc2c1C(c1ccccc1)=NP(c1ccccc1)(c1ccccc1)=N2,10,1,-3
CC[C@@H]1C=CC=CC[C@H](C)[C@@H](O)[C@@H](C)C(=O)[C@H](C)[C@@H](O)[C@H](C)C(=O)[C@H](C)[C@@H](O)[C@H](C)C=CC(=O)O[C@H]2[C@@H](C)[C@@H](CC1)O[C@@]1(CC[C@@H](C)[C@@H](C[C@H](C)O)O1)[C@@H]2C,-10,-4,x
CS(=O)(=O)c1ccccc1S(=O)(=O)N1CCN(CCOC(c2ccccc2)c2ccc(F)c(F)c2)CC1 (stereo not given),2,-5,-6
COc1ccc(C=C2C(=O)NC(=S)NC2=O)cc1OC,2,2,0
CCOC(=O)c1c(C)n(CC(C)C)c2ccc(OC)cc12,-5,-8,-3
CCCCOc1ccc(S(=O)(=O)N2CCN(CCOC(c3ccccc3)c3ccc(N4CCOCC4)cc3)CC2)cc1 (stereo not given),3,-12,-8
CCOC(=O)C1=C(c2ccccc2)OC(=N)C(C#N)C12C(=O)Nc1ccc(Br)cc12 (stereo not given),-23,-2,2
CN1CCN2CCN(c3nc(N)nc4nc[nH]c34)CC2C1 (stereo not given),5,-7,x
CSc1ccc(COc2coc(CN3CCN(C(=O)COc4c(F)c(F)c(F)c(F)c4F)CC3)cc2=O)cc1,-1,-4,-6
CN(C(=O)Cc1cn(C)c2ccccc12)C1CCCN(Cc2ccccc2F)C1 (stereo not given),3,-7,x
CC(=O)Oc1ccc(Cl)c2cccnc12,x,0,22
Cc1ccnc(N2C[C@H](c3cccc(F)c3F)[C@@H]3[C@H]2C2CCN3CC2)n1,2,-9,x

# 3 entries out of the list, sorted by SMILES length, low to high:
SMILES,NPYLR7 agonist,hcGAS inh,mcGAS inh
COc1ccc(C=C2C(=O)NC(=S)NC2=O)cc1OC,2,2,0
CCN1CCCC1CNS(=O)(=O)c1ccc(C#N)c(Cl)c1 (stereo not given),0,-9,x
CCCCOc1ccc(S(=O)(=O)N2CCN(CCOC(c3ccccc3)c3ccc(N4CCOCC4)cc3)CC2)cc1 (stereo not given),3,-12,-8

# Continued.
SMILES,NPYLR7 agonist,hcGAS inh,mcGAS inh
C[C@]12CCC(=O)C=C1CCc1ccc(O)cc12,-5,-1,4
CCc1c(C)nc(N)nc1N1N=C1SCC(=O)OC,4,-3,-8
COC(=O)C1(O)c2ccccc2C2(C)C(C)=C(C)C21C (stereo not given),-6,1,x
O=C(Nc1cccc(Cl)c1Cl)c1cccn(Cc2ccccc2)c1=O,15,-8,x
O=C(NCc1ccc(C(F)(F)F)cc1F)c1cn(C2CCCCC2)nn1,-2,3,-2
CN1CCN2CCN(c3ncccc3Cl)CC2C1=O (stereo not given),6,-7,x
Cc1ncc(S(C)(=O)=O)c(N2CC[C@@H]3CC[C@H](C2)N3C)n1,x,-4,-3
O=C(NC1CCCc2ccccc21)C(C1CCCC1)N1CCN(C(=O)Cc2ccccc2)CC1 (stereo not given),25,-6,-6
O=C(O)c1cccnc1CN1CC=C(c2ccccc2)CC1,11,2,x
COC(=O)CN1CN(c2ccccc2)C2(CCN(Cc3ccc4ccccc4c3)CC2)C1=O,10,-10,x
COc1ccc(-n2c(SCC(C)C)nc3ccccc3c2=O)cc1OC,1,3,x
CC(C)CN1CCCC(c2n[nH]c(C3CC3)n2)C1 (stereo not given),x,-11,-2
CC12CCC3C(Br)(CC31C)C2=O (stereo not given),-2,-4,-5
O=c1cccc2n1C[C@H]1C[C@H]2CN(Cc2nc(NCc3cccs3)c3ccccc3n2)C1,13,-5,-8
CC(=O)c1ccc(OCC(=O)N2CCCC(N3CCN(c4ccccc4C)CC3)C2)cc1 (stereo not given),3&1,-9&-3,x

# Quoted at random: 6 entries already listed
SMILES,NPYLR7 agonist,hcGAS inh,mcGAS inh
O=C(NC1CCCc2ccccc21)C(C1CCCC1)N1CCN(C(=O)Cc2ccccc2)CC1 (stereo not given),25,-6,-6
O=c1cccc2n1C[C@H]1C[C@H]2CN(Cc2nc(NCc3cccs3)c3ccccc3n2)C1,13,-5,-8
CC12CCC3C(Br)(CC31C)C2=O (stereo not given),-2,-4,-5
O=C(NCc1ccc(C(F)(F)F)cc1F)c1cn(C2CCCCC2)nn1,-2,3,-2
C[C@]12CCC(=O)C=C1CCc1ccc(O)cc12,-5,-1,4
CN1CCN2CCN(c3ncccc3Cl)CC2C1=O (stereo not given),6,-7,x

# Profiles from above. Order of screens: NPYLR7 agonist	hcGAS inh	mcGAS inh
# `CC1(C)C[C@H]2C[C@@H](O)[C@H](N3CCC3)[C@]2(O)CO1` as listed: 4	0	-4
# `CCCOC(=O)CCCNC(O)C(Cl)(Cl)Cl` (stereo not given) as listed: -2	-4	x

# Next entries.
SMILES,NPYLR7 agonist,hcGAS inh,mcGAS inh
Cc1cc(NCc2cnc(C)c(C)c2)nc(N2CCCCC2)n1,17,-12,x
CCc1ccccc1NC(=O)c1cccn(Cc2cccc(F)c2)c1=O,8,0,x
COc1ccc(/C=C/C(=O)N2CC3C[C@@H](C2)Cn2c3cccc2=O)cc1OC,4,-1,-6
Nc1cc2nc3ccccc3nc2cc1N,3,16,x
C[N+]12CCC(CC1)C(Cc1ccccc1)C2 (stereo not given),3,8,x
O=C1C=C2C=C[C@@H]3C[C@@]2(O1)[C@H]1CCCCN31,3,-3,x
CC(=O)c1ccc(NC(=O)c2cccn(Cc3ccccc3Cl)c2=O)cc1,14,-10,x
CCOC(C)c1nc(CC(=O)N2CC(C)C(N(C)C)C2)cs1 (stereo not given),-1,-12,x
N[C@H]1C[C@@H]1c1ccccc1,-1,-3,-6
Nc1c2c(nc3sc4c(c13)CCCC4)CCCCC2,42*,-8,-6
NC(=O)c1ccc(NC(=O)c2nn(Cc3cccc(Oc4ccccc4)c3)c3ccccc23)cc1,20,-8,-5
O=C(Cc1ccccc1)N1CCCC(N2CCc3ccccc3C2)C1 (stereo not given),-2,0,x
CCCNC1CC(OCC)C1(C)C (stereo not given),7,-6,-16
CCN1C(=O)C2(c3ccccc31)c1c(cc(C)n(CCOC)c1=O)OC(=N)C2C(=O)OC (stereo not given),-3,2,-1
O=C1[C@H]2CNCCN2C(=O)N1C1CCCCC1,-9,-7,-7
CCc1cc2c(=O)[nH]c(N3CCN(C)CC3)nc2s1,-3,-6,x
c1ccc(Cn2ccnc2)cc1,-1,-3,x
FC(F)(F)c1cccc(C2CNCCO2)c1 (stereo not given),-16,1,x
Cc1ccccc1Cn1cccc(C(=O)Nc2ccncc2)c1=O,1,-3,x
CN1CCC(NCCC2CCCO2)CC1 (stereo not given),19,-7,x
N=C1C(c2ccccc2)C(=O)CN1Cc1ccco1 (stereo not given),-2,-4,-6
CCc1noc(C(C)NC(=O)c2nn(C)c3ccccc23)n1 (stereo not given),1,-7,-13
N#Cc1cccc(CN2CCN(c3ccccc3F)CC2)c1,2,-3,-7
Fc1ccc(Cl)cc1C1NCCc2[nH]cnc21 (stereo not given),4,-1,x
C[C@H]1CCC2(NC1)O[C@H]1C[C@H]3[C@@H]4CC[C@H]5C[C@@H](O[C@@H]6O[C@H](CO)[C@H](O[C@@H]7O[C@H](CO)[C@@H](O)[C@H](O[C@@H]8OC[C@@H](O)[C@H](O)[C@H]8O)[C@H]7O[C@@H]7O[C@H](CO)[C@@H](O)[C@H](O)[C@H]7O)[C@H](O)[C@H]6O)CC[C@]5(C)[C@H]4CC[C@]3(C)[C@H]1[C@@H]2C (stereo not given in full),24,-1,-4
CCCN(CCC)[C@@H]1CCc2c(F)ccc(O)c2C1,5,8,-3
O=C1C=C2C=C[C@@H]3CC2(O1)[C@H]1CCCCN31,-1,-9,-3
COc1ccc(C)cc1CC(N)C(C)C (stereo not given),11,-3,x
COc1cccc(CC(C)NCc2nn(C)c3ccc(C)cc23)c1 (stereo not given),4,-3,x
O=C1NCN(c2ccccc2)C12CCN(CC1COc3ccccc3O1)CC2 (stereo not given),2,10,-5
Cn1cc(CN2CC=C(c3ccccc3)CC2)c(-c2ccccc2F)n1,19,-7,-8
COC(=O)[C@]12CCC(C)(C)C[C@H]1[C@H]1C(=O)C=C3[C@@]4(C)C=C(C#N)C(=O)C(C)(C)[C@@H]4CC[C@@]3(C)[C@]1(C)CC2,1,38,52*
COc1cccc([C@@H]2CCN(C/C=C/c3ccco3)C[C@H]2O)c1,-4,5,x
CC(=O)Nc1ccccc1NC(=O)CNC(C)Cc1ncccc1C (stereo not given),4,-7,-19
COc1c2c(cc3c1OCO3)CCN(C)C2,-2,-9,x
Cc1ccc(C2NCCC3(O)CCCCC23)cc1 (stereo not given),-1,-14,-9
COc1ccc(-c2[nH]ncc2CNC(C)Cc2ccsc2)c(F)c1 (stereo not given),4,6,1
O=c1cc(CN2C[C@@H]3[C@H](C2)[C@H]2CC[C@@H]3O2)[nH]c(=O)[nH]1,-11,-2,-1
O=P(Nc1ccccc1)(Oc1ccccc1)Oc1ccccc1,3,-5,-6

# Taken from above.
# NPYLR7 agonist result of Cc1ccc(C2NCCC3(O)CCCCC23)cc1 (stereo not given) : -1
# hcGAS inh result of COc1c2c(cc3c1OCO3)CCN(C)C2 : -9
# hcGAS inh result of COc1cccc([C@@H]2CCN(C/C=C/c3ccco3)C[C@H]2O)c1 : 5
# NPYLR7 agonist result of O=c1cc(CN2C[C@@H]3[C@H](C2)[C@H]2CC[C@@H]3O2)[nH]c(=O)[nH]1 : -11
# mcGAS inh result of O=P(Nc1ccccc1)(Oc1ccccc1)Oc1ccccc1 : -6
# hcGAS inh result of Cn1cc(CN2CC=C(c3ccccc3)CC2)c(-c2ccccc2F)n1 : -7
# NPYLR7 agonist result of CC(=O)Nc1ccccc1NC(=O)CNC(C)Cc1ncccc1C (stereo not given) : 4

# Compound activity from PubChem BioAssay.

# This is a subset; count on the stated rates, not on these rows.
